Kir21 inh: Kir2.1 (mouse) channel inhibition; P35561; HEK293-Kir2.1, FluxOR thallium flux fluorescence; active compounds read low; B-score at 10 µM; hit rate 0.85% among 310,000; AID 1672;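 active = fluorescence ratio B-score at or below minus 3 SD of library scores, with starting-brightness B-score within 2 SD, cut at about -4.2 in these data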;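 note: channel flux triggered by added potassium and thallium sulfate stimulus; B-score of peak minus minimum fluorescence over baseline after thallium stimulus; more negative B-score means stronger Kir2.1 block with less thallium influx; some compounds called inactive have numbers as strong as hits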
Target sequence (P35561 whole entry, looked up): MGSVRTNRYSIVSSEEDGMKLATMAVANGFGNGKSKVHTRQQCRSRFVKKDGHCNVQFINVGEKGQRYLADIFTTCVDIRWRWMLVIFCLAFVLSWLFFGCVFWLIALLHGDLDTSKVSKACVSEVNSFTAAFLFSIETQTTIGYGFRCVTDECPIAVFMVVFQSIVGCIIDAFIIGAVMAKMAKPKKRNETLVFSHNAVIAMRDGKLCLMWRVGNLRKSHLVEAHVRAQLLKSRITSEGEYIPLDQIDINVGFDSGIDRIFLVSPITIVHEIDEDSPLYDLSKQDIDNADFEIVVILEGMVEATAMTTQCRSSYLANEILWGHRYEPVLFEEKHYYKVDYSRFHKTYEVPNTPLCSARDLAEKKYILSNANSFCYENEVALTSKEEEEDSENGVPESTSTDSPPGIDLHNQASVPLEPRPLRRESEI
CHT block: inhibits the human high affinity choline transporter | Q9GZV3 | CHT-expressing cells, membrane potential dye, choline response; active compounds read low | B-score at 10 µM | hit rate 0.86% among 310,000;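 active = B-score over 3 SD under the library average, and starting fluorescence ratio not unusually high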;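 note: choline stimulus applied at its EC90 after an EC20 pre-addition; B-score computed on integrated fluorescence ratio after choline addition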
Target sequence (Q9GZV3 whole entry, looked up): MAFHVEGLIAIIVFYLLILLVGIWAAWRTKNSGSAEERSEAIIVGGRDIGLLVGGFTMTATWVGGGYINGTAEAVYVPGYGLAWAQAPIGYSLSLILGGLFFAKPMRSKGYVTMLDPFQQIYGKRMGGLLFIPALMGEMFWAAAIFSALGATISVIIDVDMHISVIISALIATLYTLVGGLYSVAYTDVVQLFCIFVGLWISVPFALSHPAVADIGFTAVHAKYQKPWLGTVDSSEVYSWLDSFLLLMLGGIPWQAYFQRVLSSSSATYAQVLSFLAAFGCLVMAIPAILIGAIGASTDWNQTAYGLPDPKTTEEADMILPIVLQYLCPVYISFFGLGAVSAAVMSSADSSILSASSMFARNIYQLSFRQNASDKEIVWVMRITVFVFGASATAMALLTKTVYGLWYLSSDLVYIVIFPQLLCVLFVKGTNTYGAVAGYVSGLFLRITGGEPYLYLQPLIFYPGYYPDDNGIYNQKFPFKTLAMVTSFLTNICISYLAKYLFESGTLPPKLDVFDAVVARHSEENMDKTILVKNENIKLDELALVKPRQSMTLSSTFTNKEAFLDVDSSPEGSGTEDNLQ
* marks the source's active call; other numbers are inactive results; i = inactive; . = no result given; & = joins results of further samples.

Each structure is followed by: Kir21 inh, CHT block
1. COc1c(S(=O)(=O)N2CCN(c3ccc(F)cc3)CC2)ccc(Cl)c1Cl
    0.24, i
2. CC1(C)C2CCC1(CS(=O)(=O)Nc1ccc(S(=O)(=O)N3CCCC3)cc1)C(=O)C2 (stereo not given)
    -0.63, i
3. CCOCCOC(NC(=O)c1ccccc1)(C(F)(F)F)C(F)(F)F
    1.3, i
4. O=C(Cc1n[nH]c(=O)c2ccccc12)OCC(=O)c1ccc(F)c(F)c1
    -1.3, i
5. COc1ccc(NS(=O)(=O)c2ccc(N3CCCC3)c(NC(=S)Nc3ccc(SC(F)F)cc3)c2)cc1
    1.6, i
6. O=C(CS(=O)(=O)c1cn(Cc2ccc(F)cc2)c2ccccc12)N1CCCCC1
    1.8, i
7. COc1ccc(C(=O)NNC(=O)CSc2ccccc2)cc1
    -2.5, i
8. COc1ccc(CCNC(=O)COC(=O)c2cc(S(=O)(=O)NCc3ccccc3)ccc2O)cc1OC
    0.18, i
9. c1ccc(CN2CCOCCOCCOCCOCC2)cc1
    0.05, i
10. Cc1ccc(S(=O)(=O)N=Nc2c(O)[nH]c3ccccc23)cc1
    -0.53, i
11. CCc1nnc(NC(=O)CSc2ncc(-c3ccccc3)n2C)s1
    0.01, -5.5*
12. CC(C)C(=O)N=C1SC2CS(=O)(=O)CC2N1Cc1ccc(Cl)cc1 (stereo not given)
    -2.6, i
13. CC(=O)Nc1ccc(NCN2C(=O)[C@@H]3[C@H]4CC[C@H](C4)[C@@H]3C2=O)cc1
    0.76, i
14. CCOC(=O)c1ccc(NC(=S)NNC(=O)COC)cc1
    0.58, i
15. CC(=O)/C(=N\Nc1ccc(Cl)cc1Cl)Sc1cccc2cccnc12
    1.6, i
16. Cc1cc(C)cc(NS(=O)(=O)c2ccc(NC(=S)Nc3ccccc3)cc2)c1
    -0.09, i
17. O=C(CSc1ccccc1)Nc1ccc(C(=O)Nc2ccc(O)cc2)cc1
    0.15, .
18. O=[N+]([O-])c1ccc(S(=O)(=O)N2CCN=C2SCc2ccc(F)cc2)cc1
    0.95, i
19. Cc1ccc(C(=O)N2CCN(S(=O)(=O)c3ccc(C(C)C)cc3)CC2)s1
    -1.7, i
20. Cc1cc(NCc2ccccc2)nc(N2CCOCC2)n1
    1.3, i
21. CCC(C)NC(=O)c1cnc2n(c1=O)CCS2 (stereo not given)
    ., i
22. COc1ccc(N2CCN(CCCNC(=O)CN3C(=O)COc4ccccc43)CC2)cc1
    1.9, i
23. C=CCOc1ccccc1CN1CCC(n2nccc2NC(=O)C2CC2)CC1
    -1.4, .
24. Cc1cc2nc(-c3ccc(NC(=O)C(C)C)cc3)oc2cc1C
    -2, i
25. COc1ccc(NC(=O)CCNS(=O)(=O)c2ccc3c(c2)c(=O)n(C)c(=O)n3C)cc1OC
    0.01, i
26. Cc1cc(=O)oc2cc(OCC3CC(c4ccccc4Cl)=NO3)ccc12 (stereo not given)
    -0.35, i
27. CS(=O)(=O)N1CCCC(C(=O)NCCCN2CCOCC2)C1 (stereo not given)
    2.2, i
28. O=C(CSc1nnc2c(Cl)cc(C(F)(F)F)cn12)Nc1ccc2c(c1)OCO2
    -0.13, i
29. COc1ccc(NS(=O)(=O)c2cccc(C(=O)N3CCN(c4ccccc4O)CC3)c2)cc1
    -0.01, i
30. O=C(Nc1ccccn1)c1sc2cc([N+](=O)[O-])ccc2c1Cl
    1.5, i

Grouped by structure, the compounds so far with a thiophene ring, fused or not (2)
Each structure is followed by: Kir21 inh, CHT block
19. Cc1ccc(C(=O)N2CCN(S(=O)(=O)c3ccc(C(C)C)cc3)CC2)s1
    -1.7, i
30. O=C(Nc1ccccn1)c1sc2cc([N+](=O)[O-])ccc2c1Cl
    1.5, i

The results go on:
Each structure is followed by: Kir21 inh, CHT block
31. CS(=O)(=O)C1=C(O)C(=O)N(c2ccccc2)C1c1ccccc1 (stereo not given)
    0.03, i
32. CCOc1ccc(/C=C/C(=O)OCC(=O)NCCc2ccc(OCC)c(OCC)c2)cc1OC
    0, i
33. Cc1ccc(-n2nnc3c(=O)n(CC(=O)N4CCCC4)cnc32)cc1
    0.86, i
34. COC(=O)c1cc2c(ccn2-c2ccc(F)cc2)n1CC(=O)OC(C)C
    -0.5, i
35. CC(=O)Nc1ccc(NC(=O)c2ccccc2N(C)S(C)(=O)=O)cc1
    0.38, i
36. CCCS(=O)(=O)c1c(S(=O)(=O)CCC)c2c(N)cccn2c1C(=O)c1ccc(Br)cc1
    0.94, i
37. CCOC(=O)c1cccc(NC(=O)CCNS(=O)(=O)c2cccc3nonc23)c1
    -1.4, i
38. CC(=O)c1cccc(Nc2nc(-c3ccccc3)nc3ccccc23)c1
    0.58, i
39. N#CCc1ccc(NC(=O)c2ccc(CN3CCc4ccccc4C3)cc2)cc1
    1.2, i
40. Cc1ccccc1N1CC(O)(c2ccccc2)[N+]2=C1SCC2 (stereo not given)
    0.97, i
41. CCC1(C)Cc2ccccc2-c2nc(NCCCO)n(C)c(=O)c21 (stereo not given)
    0.56, i
42. O=C(COc1ccc(S(=O)(=O)NCc2ccccc2)cc1)NCC1CCCO1 (stereo not given)
    -0.11, i
43. CN(CC(=O)Nc1ccc(F)cc1)C(=O)CSc1ncccn1
    0.7, i
44. Cc1ccc(-c2c[n+](CC(=O)Nc3c(C)cccc3C)c3n2CCC3)cc1
    -0.83, i
45. COC(=O)c1ccc2nccnc2c1
    -1.8, i
46. O=C(OCC(=O)N1CCCCCC1)c1ccc(Cl)c(S(=O)(=O)N2CCCC2)c1
    -1.5, i
47. COc1cc(/C=C(\C#N)C(=O)NCC2CCCO2)c([N+](=O)[O-])cc1OC (stereo not given)
    0.57, i
48. CCOC(=O)Cn1c(CN2CC(C)OC(C)C2)nc2c1c(=O)n(C)c(=O)n2C (stereo not given)
    -0.42, i
49. O=C1NCCN(Cc2c(F)cccc2Cl)C1CC(=O)N1CCCCO1 (stereo not given)
    0.13, i
50. O=C(NC1CC(=O)c2sccc21)c1cccc(C(F)(F)F)c1 (stereo not given)
    -0.62, i
51. CCOc1cc(N2CCOCC2)c(OCC)cc1NC(=O)c1ccc(OC)cc1
    1.6, i
52. O=C(c1ccc2c(c1)OCO2)N1CCC2(CC1)Oc1ccc(Cl)cc1C(=O)C21CC(c2ccc(Cl)cc2)=NO1 (stereo not given)
    -0.25, .
53. O=C(C1CC1)N1CCN(c2ccc(O)cc2)CC1
    0.61, i
54. O=[N+]([O-])c1ccc(N2CCSCC2)cc1O
    2.1, i
55. COc1ccc(C)cc1NC(=O)C(Sc1nncn1C)c1ccccc1 (stereo not given)
    -1.2, i
56. CCOC(=O)c1nn(-c2ccccc2)c(C#N)c1NC(=O)c1nn(CC)cc1Br
    -0.02, i
57. CCc1ccccc1NC(=S)N=Nc1c(O)n(C)c2ccc(S(=O)(=O)N3CCOCC3)cc12
    -0.25, i
58. Cc1c(-c2cccs2)[n+](=O)c2c(n1[O-])CCCCC2
    2.5, i
59. CC(=O)N1CCOc2ccc(S(=O)(=O)NCc3ccc(F)cc3)cc21
    -2.4, i
60. CCN=C(NC#N)SCc1c(F)cccc1Cl
    0.12, i
61. Cc1ccc2[nH]c3c(c2c1)CCN1C(=O)OC(C)(C)C31C (stereo not given)
    0, i
62. COc1ccc(Br)cc1CNC(=O)CCc1nc(-c2ccc(C)cc2)no1
    -1.3, i
63. COc1cc2c(cc1OC)C(c1cccs1)N(C(=O)c1ccc(S(=O)(=O)N(C)C)cc1)CC2 (stereo not given)
    2.2, i
64. Cc1ccc(C2(CC(=O)N3CCCC3)CCOC(C(C)C)C2)cc1 (stereo not given)
    0.25, i
65. O=C(NCc1ccc(Cl)cc1)c1ccc(NC(=O)C2CCCO2)cc1 (stereo not given)
    -0.01, i
66. COc1ccc(/C=C(/NC(=O)c2ccccc2)C(=O)N2CCC(C)CC2)cc1
    1.1, i
67. CC1CCC(NC(=O)c2ccc(NC(=O)c3ccc(=O)[nH]c3)cc2)CC1 (stereo not given)
    -0.4, i
68. Clc1ccccc1-c1nc(-c2ccncc2)no1
    -0.01&0.63, i
69. COC(=O)CSc1ncnc2c1cnn2Cc1ccccc1
    -1.3, i
70. Cc1oc(-c2ccccc2Cl)nc1CS(=O)CC(=O)N1CCN(c2ccccc2)CC1 (stereo not given)
    -0.38, i
71. O=C(c1nc2ccc(Cl)cn2c1CN1CCC(CO)CC1)N1CCc2ccccc2C1
    0.24, i
72. COc1cc(C(=O)CSc2nnc(-c3ccc(O)cc3)n2CC2CCCO2)ccc1NC(C)=O (stereo not given)
    0.69, i
73. Cc1nn(C)c(C(=O)Sc2ccccc2)c1[N+](=O)[O-]
    0.01, i
74. O=C(COC(=O)C1(c2ccccc2)CC1)N1CCN(c2ccc(F)cc2)CC1
    0.82, i
75. COc1cc2c(cc1NC(=O)C(C)Sc1ccc(C)cc1)oc1ccccc12 (stereo not given)
    -0.02, i
76. N#Cc1cc2c(nc1SCC(=O)Nc1sc3c(c1C#N)CCC3)CCCCCC2
    -0.15, i
77. O=C(NCc1n[nH]c(=S)n1-c1ccc(Cl)c(Cl)c1)c1ccc(S(=O)(=O)N2CCOCC2)cc1
    -0.86, i
78. COc1ccc2cc(CN(CCO)C(=O)c3ccccc3F)c(=O)[nH]c2c1
    1.1, i
79. Cc1ccc(C2Nc3ccccc3NC3=C2C(=O)OC(C)C3)cc1 (stereo not given)
    -0.44, i
80. c1ccc2c(C3=NNC(=NC4CCCCC4)SC3)c[nH]c2c1
    1.2, i
81. NC(=O)c1cc2ccc(O)cc2oc1=Nc1ccccc1
    -0.33, .
82. O=C(NNc1nc(=O)c2cccnc2s1)c1ccccc1O
    1.7, i
83. CCOC(=O)c1c(C)[nH]c(C(=O)OCC(=O)Nc2cc(C)ccc2OC)c1C
    -0.48, i
84. Cc1cnc(NC(=O)CSc2ncn(-c3ccccc3)n2)s1
    0.44, i
85. COC(=O)c1sc(-c2ccc(Cl)cc2)cc1NC(=O)COCC(=O)O
    0.36, i
86. COCCCNC(=S)Nc1ccc2nc(N3CCOCC3)cc(C)c2c1
    0.71, i
87. CC(C)(C)c1ccc(C(=O)NCC(=O)OCC(=O)Nc2ccccc2[N+](=O)[O-])cc1
    0.21, i
88. Cc1ccc(CN2CCNC(=O)C2CC(=O)NCC(F)(F)F)o1 (stereo not given)
    -1.4, i
89. CCCCOc1ccc(C(C)NC(=O)C2CCCN(S(=O)(=O)CC)C2)cc1 (stereo not given)
    -1.4, i
90. Cc1[nH]n(-c2ccccc2)c(=O)c1S(=O)(=O)c1ccccc1
    -15*, i

Following part
Each structure is followed by: Kir21 inh, CHT block
91. CCOc1cc(/C=C2/SC(=S)N(CC(=O)O)C2=O)ccc1OC(=O)c1cccs1
    -1.4, i
92. COc1ccccc1CNC(=O)c1c(-c2ccccc2Cl)noc1C
    -1.6, i
93. Cc1cc(C)nc(SCc2nnc(SCC(=O)Nc3nc(-c4ccccc4)cs3)n2C)n1
    0.43, i
94. CC(C)C(c1nnnn1Cc1ccc(F)cc1)N1CCN(C(=O)c2ccco2)CC1 (stereo not given)
    -1.6, i
95. Cc1cc(=O)oc2cc(OCCSCCN3CCCCC3)ccc12
    1.2, i
96. O=C1OCc2cccc3cccc1c23
    1.1, i
97. CCNC(=O)c1cc(S(=O)(=O)N(C)C)c(Cl)cc1Cl
    0.06, i
98. Cc1ccc(-c2nn(CC(=O)O)c(=O)c3ccccc23)cc1
    -0.03, i
99. c1ccc(Cc2nnc(N3CCCCC3)c3ccccc23)cc1
    -2.3, i
100. Oc1ccc(/C=N/Nc2ccnc3cc(Cl)ccc23)c(O)c1
    0.17, i
101. CC1=C(C(N)=O)C(c2sccc2C)n2nnnc2N1 (stereo not given)
    0.61, i
102. CN=C(Nc1cc(C)nn1-c1ccccc1)c1ccc(F)cc1
    -0.65, i
103. CC(OC(=O)C1CCCC1)C(=O)Nc1ccc(S(N)(=O)=O)cc1 (stereo not given)
    0.53, i
104. CCOc1ccc(C(=O)OCC(=O)N2CC(C)OC(C)C2)cc1OCC (stereo not given)
    -0.5, i
105. Cc1ccc(-c2cn3c(n2)CCCC3)cc1
    -0.35, i
106. Cc1cc(NC(=O)/C=C/c2ccccc2Cl)n(-c2nc3ccccc3[nH]2)n1
    -1.8, i
107. CCOc1ccc(N2CC(C(=O)N3CCCc4ccccc43)CC2=O)cc1 (stereo not given)
    -4.5, i
108. COc1ccc(OC)c(NC(=S)N2CCc3ccccc3C2)c1
    0.14, i
109. O=c1oc(Nc2ccccc2Cl)nc2ccccc12
    1.2, .
110. N=c1oc2ccc(Cl)cc2cc1C(=O)NC1CCCCCC1
    0.43, i
111. CC(C)(C)OC(=O)NCc1ccc(NC(=O)c2nc[nH]c2C(=O)N[C@@H](Cc2ccccc2)C(=O)OC(C)(C)C)cc1
    -0.45, i
112. Cc1oc(C(C)(C)C)cc1C(=O)Nc1ccc2c(c1)OCCO2
    -2.8, i
113. COC(=O)C1=C(C)N(C)C(C)=C(C(=O)OC)C1c1ccccn1
    -0.19, i
114. O=C(Nc1cnn(Cc2c(Cl)cccc2Cl)c1)C(c1ccccc1)c1ccccc1
    0.54, i
115. Cn1c(N)c(C(=O)COC(=O)c2ccco2)c(=O)n(C)c1=O
    0, i
116. Cc1ccc(C2=NS(=O)(=O)N(C)C(C(=O)NC3CCCCC3)=C2)cc1
    -0.74, i
117. O=C(Nc1cccc(Cl)c1)N(CCCN1CCOCC1)Cc1ccccc1F
    -0.06, i
118. CCOC(=O)c1cccc(C(=O)Nc2nc3ccc(OC)cc3s2)n1
    0.2, i

With a hit mark in CHT block (from the list above):
Each structure is followed by: Kir21 inh, CHT block
11. CCc1nnc(NC(=O)CSc2ncc(-c3ccccc3)n2C)s1
    0.01, -5.5*

Some values from the results shown.
Kir21 inh, compound 96 = 1.1
Kir21 inh, compound 107 = -4.5
Kir21 inh, compound 112 = -2.8
Kir21 inh, compound 117 = -0.06
Kir21 inh, compound 94 = -1.6
Kir21 inh, compound 118 = 0.2
Kir21 inh, compound 92 = -1.6

High-throughput results deposited in PubChem BioAssay by Johns Hopkins Ion Channel Center.
